NCOA1 inh: SRC1 coactivator transcriptional activity inhibitors, primary screen, cell-based, luminescence | inhibition, % at 3.6 µM | 360,000 tested, 0.12% active | Nuclear receptor coactivator 1 (Homo sapiens), Q15788 | HEK293 GAL4-SRC1 luciferase reporter;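 active = inhibition above the campaign mean plus 3 SD, with each screening campaign given its own cutoff, cut at about 60% in these data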;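 also: 0% = DMSO treated cells and 100% = gossypol at 36 µM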
MC4R antag cAMP: MC4R antagonists of cAMP signaling, primary screen, cell-based, TR-FRET, antagonist arm of biased-ligand search | inhibition, % at 6.5 µM | AID 540295, 2011 | 360,000 tested, 0.48% active | MC4R-expressing cells, MTII-stimulated cAMP, LANCE TR-FRET | Melanocortin receptor 4 (Homo sapiens), P32245;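 active = inhibition above its plate's cutoff, the mean of tested wells on that plate plus 3 SD, cut at about 29% in these data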;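 also: 0% = Melanotan II alone and 100% = Melanotan II plus saturating MCL0020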
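Assay system: human MC4R-expressing U2OS cells; reagent: Melanotan II stimulation of cells; dosing: 6.5 µM single dose; timing: compound 30 min, challenge 1 h, detection 1 h; signal: TR-FRET cAMP assay; replicates: one well per compound, no replicates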
NCOA3 inh: SRC3 coactivator transcriptional activity inhibitors, primary screen, cell-based, luminescence; Nuclear receptor coactivator 3 (Homo sapiens), Q9Y6Q9; HEK293 GAL4-SRC3 luciferase reporter; inhibition, % at 3.6 µM; 360,000 tested, 0.17% active; AID 588352, 2011;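 active = inhibition above a per-campaign cutoff, the mean of all compounds plus 3 SD, cut at about 60% in these data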;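 also: 0% = DMSO-treated cells and 100% = gossypol-treated cells at 36 µM; higher means less SRC3-driven luciferase light from the GAL4 reporter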
Target sequence (Q9Y6Q9 whole entry, looked up, the tested form may be a part): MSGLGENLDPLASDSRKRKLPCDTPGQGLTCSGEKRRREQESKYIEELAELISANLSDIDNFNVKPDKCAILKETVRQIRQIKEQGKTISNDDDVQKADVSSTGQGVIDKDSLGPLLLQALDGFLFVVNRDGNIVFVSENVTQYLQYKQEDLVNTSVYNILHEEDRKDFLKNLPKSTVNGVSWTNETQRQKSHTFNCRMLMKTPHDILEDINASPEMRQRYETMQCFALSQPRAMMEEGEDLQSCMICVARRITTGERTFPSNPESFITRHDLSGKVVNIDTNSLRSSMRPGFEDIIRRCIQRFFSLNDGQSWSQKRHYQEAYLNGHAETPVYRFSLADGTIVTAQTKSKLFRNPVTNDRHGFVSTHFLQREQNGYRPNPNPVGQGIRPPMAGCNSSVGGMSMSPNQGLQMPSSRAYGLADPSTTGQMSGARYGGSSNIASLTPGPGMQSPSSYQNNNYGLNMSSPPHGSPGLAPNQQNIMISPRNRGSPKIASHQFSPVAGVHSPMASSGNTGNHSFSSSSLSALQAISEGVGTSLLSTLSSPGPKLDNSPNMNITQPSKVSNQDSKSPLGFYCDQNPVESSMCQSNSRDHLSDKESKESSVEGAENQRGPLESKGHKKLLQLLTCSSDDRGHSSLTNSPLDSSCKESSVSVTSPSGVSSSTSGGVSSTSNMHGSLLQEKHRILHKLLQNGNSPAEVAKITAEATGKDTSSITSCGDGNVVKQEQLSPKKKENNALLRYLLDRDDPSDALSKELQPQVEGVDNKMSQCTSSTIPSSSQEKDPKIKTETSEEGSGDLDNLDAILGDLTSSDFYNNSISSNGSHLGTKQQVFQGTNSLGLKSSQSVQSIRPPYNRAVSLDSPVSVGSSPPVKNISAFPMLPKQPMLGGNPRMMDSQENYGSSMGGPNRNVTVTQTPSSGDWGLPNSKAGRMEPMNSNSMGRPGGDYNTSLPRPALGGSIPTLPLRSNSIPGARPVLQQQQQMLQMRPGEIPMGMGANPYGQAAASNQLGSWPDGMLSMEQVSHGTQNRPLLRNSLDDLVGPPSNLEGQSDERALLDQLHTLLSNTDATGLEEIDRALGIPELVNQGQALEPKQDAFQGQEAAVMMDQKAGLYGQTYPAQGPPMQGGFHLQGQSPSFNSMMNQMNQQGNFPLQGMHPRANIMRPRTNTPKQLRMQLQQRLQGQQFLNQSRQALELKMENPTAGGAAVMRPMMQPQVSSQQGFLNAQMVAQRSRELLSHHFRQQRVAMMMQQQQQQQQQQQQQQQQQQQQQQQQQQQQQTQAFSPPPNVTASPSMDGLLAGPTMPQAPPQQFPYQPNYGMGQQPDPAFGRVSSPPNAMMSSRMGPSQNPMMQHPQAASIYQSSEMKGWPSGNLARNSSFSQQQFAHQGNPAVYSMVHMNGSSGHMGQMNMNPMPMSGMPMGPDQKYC
NCOA2 inhibitor: inhibition of GAL4-SRC2 driven luciferase reporter, primary screen, SRC2 inhibitor project, cell-based, luminescence. Nuclear receptor coactivator 2 (Homo sapiens), Q15596. HEK293 GAL4-SRC2 luciferase reporter. inhibition, % at 9 µM. 370,000 tested, 0.17% active;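 active = inhibition above the mean inhibition of all tested compounds plus 3 SD, set per campaign, cut at about 52% in these data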;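 also: 0% = DMSO treated cells and 100% = cells given Gossypol at 36 µM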
NOD2-RIPK2 inh: NOD2-RIPK2 binding disruptors in cells, primary screen, fluorescence, CHO cells, BLA complementation. Receptor-interacting serine/threonine-protein kinase 2 (Homo sapiens), O43353. CCF4 ratio. inhibition, % at 4.98 µM. 360,000 tested, 0.38% active; in the data active = inhibition above about 21%;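 also: 0% = vehicle only and 100% = reference blocker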
NR2F2 inh: NR2F2 transcriptional activity inhibitors, primary screen, cell-based, luciferase reporter, HEK293T, luminescence | COUP transcription factor 2 (Homo sapiens), P24468 | HEK293T NGFI-A luciferase reporter | 370,000 tested, 0.7% active | AID 686940, 2013 | inhibition, % at 8.6 µM;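 active = inhibition above a per-plate cutoff, mean inhibition of test wells between control levels plus 3 SD, cut at about 38% in these data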;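 also: cells cotransfected with COUP-TFII expression vector driving the NGFI-A reporter; 0% = median of COUP-TF2 test wells and 100% = reporter-only cells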
TLR9-MyD88 block: inhibitors of TLR9-MyD88 association in cells, primary screen, cell-based, CHO, BLA complementation, fluorescence; Toll-like receptor 9 (Homo sapiens) + Myeloid differentiation primary response protein …; CCF4 FRET ratio; inhibition, % at 4.98 µM; 340,000 tested, 0.21% active; AID 504734, 2011;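 active = inhibition above the mean over all tested compounds plus 3 SD, cut at about 21% in these data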;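 also: 0% = DMSO only wells and 100% = clavulanate BLA inhibitor control wells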
EBV LMP1 NFkB: EBV LMP1-driven NF-kappaB luciferase reporter inhibitors, primary screen, cell-based, luminescence, single point; 350,000 tested, 0.69% active; inhibition, % at 12.5 µM; LMP1-induced NF-kappaB luciferase reporter cells; in the data active = inhibition above about 41%;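 also: 0% = neutral control wells and 100% = reference inhibitor control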
MC4R ag barr: MC4R agonists recruiting beta-arrestin, primary screen, cell-based, luminescence, agonist arm of biased-ligand search | Melanocortin receptor 4 (Homo sapiens), P32245 | U2OS MC4R beta-arrestin complementation; percent of melanotan II response, DMSO zero | activation, % at 8.9 µM | 360,000 tested, 0.98% active | AID 540308, 2011;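 active = activation above a per-plate cutoff, the mean activation of sample wells on that plate plus 3 SD, cut at about 8% in these data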
LRH-1 inv ag: LRH-1 (NR5A2) inverse agonists, primary screen, cell-based, luminescence, HEK293T, StAR-luciferase reporter; inhibition, % at 3.6 µM; LRH-1 transfected, 24 h; 360,000 tested, 0.13% active; Nuclear receptor subfamily 5 group A member 2 (Homo sapiens), O00482;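 active = inhibition above the mean inhibition of all tested compounds plus 3 SD, cut at about 73% in these data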;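 also: 0% = DMSO wells and 100% = reporter-only cells lacking LRH-1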
ABHD5 PLIN5 PPI: ABHD5-PLIN5 interaction inhibitors, primary screen, cell lysate, split luciferase complementation, luminescence | Split G. princeps luciferase complementation, 4 h | inhibition, % at 4 µM | 360,000 tested, 0.78% active | AID 602281, 2012;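 active = inhibition above the mean inhibition across every tested compound plus 3 SD, cut at about 22% in these data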;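 also: 0% = DMSO only wells and the 100% control is not disclosed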
* marks the source's active call; other numbers are inactive results; · = no result given. A portion of the library (hit frequency here may not be typical).

SMILES	NCOA1 inh	MC4R antag cAMP	NCOA3 inh	NCOA2 inhibitor	NOD2-RIPK2 inh	NR2F2 inh	TLR9-MyD88 block	EBV LMP1 NFkB	MC4R ag barr	LRH-1 inv ag	ABHD5 PLIN5 PPI
COC(=O)c1cc(CSC(=N)N)ccc1OCCC(C)C	2	4	17	0	5	-13	2	-5	0.2	3	3
Cc1ccnc2c(N3C(=O)C4C5C=CC(C5)C4C3=O)cccc12 (stereo not given)	10	3	-21	-23	-12	3	-9	-2	1.0	4	6
O=[N+]([O-])c1ccc(Cc2cncc(O)c2)cc1	-3	2	-6	-4	5	-6	5	4	-1.9	12	-4
O=C(COC(=O)/C=C/c1cccc(Cl)c1)NCCC1=CCCCC1	7	1	5	2	-8	22	3	-11	3.1	-2	1
COC(=O)CSc1nnc(CNC(=O)c2ccccc2F)n1-c1ccc(F)cc1	9	-3	5	25	2	-17	3	-5	0.7	4	9
N#Cc1c(N)nc2c(c1N)CC(COc1ccccc1)O2 (stereo not given)	-88	2	-38	-51	-8	-41	-5	-20	-1.1	-100	2
CCSC1=C(C#N)C(c2cccc(O)c2)CC(=O)N1 (stereo not given)	-24	5	-18	-6	5	10	8	3	-1.9	-27	-3
c1ccc2c(C[C@@H]3CNCCN3CC3CCCCC3)cccc2c1	-32	-4	0	7	6	4	12	-3	3.6	-4	1
O=C(Nc1cccnc1)c1cccc(S(=O)(=O)N2CCCCC2)c1	0	0	8	7	10	-1	3	-8	-1.4	2	3
Cc1cc(C)n(CCC(=O)N2CCc3ccccc32)n1	-3	-3	20	12	-1	5	-1	-5	-2.3	8	-2
CCSc1nc2nn(-c3ccccc3)c(=O)c-2c2n1CCCCC2	-4	-2	5	-18	5	-2	11	7	-2.2	2	-2
Cc1cccc2c1N(CCCOc1ccc(C(C)(C)C)cc1)C(=O)C2=O	6	-30	6	·	5	·	-2	2	-0.5	1	11
COc1ccc(CNc2cccnc2)c(OC)c1OC	-4	4	5	-22	10	-11	-7	5	-0.8	-12	-1
Cc1ccc(CNC(=O)CCc2ccccc2)cc1	-55	0	-3	28	-5	-8	-7	5	-0.4	7	-6
CCN(CC(=O)Nc1ccc(OC)cc1)CC(=O)Nc1cccc(S(=O)(=O)N2CCOCC2)c1	-42	14	-4	-4	-6	-1	5	-5	-0.3	4	-7
CC(C)c1ccc(Nc2nnns2)cc1	-3	-3	13	-28	9	-11	-8	-6	0.4	23	-10
COC(=O)c1ccc(C(c2c(N)n(Cc3ccccc3)c(=O)n(C)c2=O)N2CCOCC2)cc1 (stereo not given)	-2	6	-3	-8	-1	7	2	2	-1.2	10	-1
O=C(CCNS(=O)(=O)c1ccccc1F)OCc1ccccc1Cl	8	10	9	-9	-15	-13	-2	0	0.9	12	2
CS/C(=C/[N+](=O)[O-])Nc1cccc2c1C(C)CC2(C)C (stereo not given)	-2	3	21	-19	6	22	4	-2	-1.4	21	3
OCCOCCn1c(-c2ccccc2)nc(=S)c2c1CCCC2	-2	0	8	0	-12	1	4	-4	-0.3	16	-3
CS(=O)(=O)NCCCc1ccccc1	0	2	-8	-1	-17	-5	5	9	-1.1	14	-5
C/C(=N\N=C(c1ccccc1)c1ccccc1)c1ccco1	14	-2	8	·	-5	·	-3	0	-0.7	-16	-7
Nc1nc(CSC(=S)N2CCOCC2)nc(Nc2ccccc2)n1	-78	4	-86	-59	-11	-34	-27	-8	0.0	-58	-3
CC(=O)Nc1ccc(S(=O)(=O)NCCN2CCOCC2)cc1	1	5	28	-1	-3	-3	-6	-26	-3.5	-8	-6
CC(=O)c1cccc(N(CC(=O)N2CCCCC2)S(C)(=O)=O)c1	7	-2	-8	-16	-2	2	4	-4	-1.0	18	4

(cont.)
SMILES	NCOA1 inh	MC4R antag cAMP	NCOA3 inh	NCOA2 inhibitor	NOD2-RIPK2 inh	NR2F2 inh	TLR9-MyD88 block	EBV LMP1 NFkB	MC4R ag barr	LRH-1 inv ag	ABHD5 PLIN5 PPI
O=C1C=C(c2ccc(F)cc2OCc2ccccc2)C[C@@H](c2ccc(Cl)cc2)C1	11	12	-2	21	-4	-7	-7	0	-0.1	15	-2
CCc1ccc(OCC(=O)NNC(=O)c2ccc(NC(=O)C3CC3)cc2)cc1	-14	5	18	·	-11	·	1	0	3.5	18	7
CN(C(=O)Cn1nnc(-c2ccccc2)n1)C1CCS(=O)(=O)C1 (stereo not given)	-12	-4	-5	21	-12	9	6	-5	0.9	21	5
COc1ccc(S(=O)(=O)N2CCOCC2)cc1NC(=O)CSc1ncccn1	12	5	-31	-27	-7	-5	6	-18	-1.0	-12	0
O=C1Nc2cc(Cl)cnc2N2CCCC12 (stereo not given)	6	1	-2	-1	-13	-3	7	1	-0.2	-3	-47
COc1ccc(S(=O)(=O)N2CCCCCC2)cc1C(=O)Nc1cccc(C)n1	15	-1	5	-10	-9	8	8	4	2.9	9	-6
COc1ccc(C(=O)NCCC2=CCCCC2)cc1OC	-56	-8	-34	-40	3	-28	-5	-9	-1.2	-63	2
O=C(NCC(c1cccs1)N1CCOCC1)c1ccc(Cl)s1 (stereo not given)	1	8	17	-7	-7	2	-1	4	0.2	5	1
Cc1ccc(COC(=O)NCc2cccnc2)cc1	-9	-1	1	1	-7	-1	-5	-12	-1.4	-4	2
COc1ccc(NC(=O)CSc2nc3[nH]c(=O)cc(O)c3s2)c(OC)c1	4	1	4	-16	-3	-17	7	-1	-1.6	31	-6
CC(C)CCn1c(N2CCC(C(N)=O)CC2)nc2c1c(=O)[nH]c(=O)n2C	-9	-2	-2	-6	-2	-3	2	4	-1.3	1	-4
CC(C)c1nc(-c2ccc([N+](=O)[O-])cc2)cs1	-19	8	-50	-3	-9	-11	-3	-2	-0.6	2	-14
CN(c1ccc(F)cc1)S(=O)(=O)c1ccc(Cl)c(C(=O)NCC(c2ccco2)N2CCCCC2)c1 (stereo not given)	16	3	20	26	-1	15	-2	20	-3.4	23	-8
Cc1cccc(NC(=O)CSc2nnc(C)c(=O)n2N)c1C	-11	8	-7	-1	-4	1	10	1	-0.7	18	1
Cc1ccc(NC(=O)c2ccccc2)cc1	-99	-4	-87	-59	4	-33	1	-10	-0.6	-178	6
C=CCOC(=O)/C=C/C(=O)NC(N)=O	-3	8	11	4	8	-4	-10	5	3.2	-5	35*
COc1ccc(-c2c(C#Cc3ccsc3)c3cc(-c4cccc5[nH]ccc45)ccc3n2C)cc1	8	1	1	1	-6	-7	-6	0	1.4	-3	-1
CC(C)Oc1cccc(NC(=O)C2(C)CCCN(C)C2)c1 (stereo not given)	-19	16	9	-14	-3	-6	·	·	-0.4	-10	-5
CCNC(=O)Cc1ccc(S(=O)(=O)N2CCOCC2)s1	2	0	-20	-7	-14	2	8	-2	-0.5	16	-1
CCOC(=O)c1ccc(S(=O)(=O)n2c(CN3CCCCC3)nc3ccccc32)cc1	-24	-1	-10	-5	-1	16	-3	-2	-1.0	19	-4
O=C(O)Cc1ccc(C(=O)c2ccc(Cl)cc2)s1	-13	9	6	22	5	0	0	2	-1.8	-25	-4
Cc1cc(=O)oc2c3c(cc(OCC(=O)NCCN4CCOCC4)c12)OC(C)(C)CC3	-22	5	-15	5	-4	5	-6	-1	1.4	-12	1
CCC(C(=O)NC1CCCCC1)N(Cc1cccs1)C(=O)c1snc(C(N)=O)c1N (stereo not given)	16	-3	2	12	-9	-3	·	-5	0.6	11	5
CSc1ccc(Cl)c(C(=O)OCC(=O)NC2CC2)c1	-12	-6	6	-2	-1	-2	-1	-2	-1.8	3	3
COc1ccc(-c2csc(C(O)(c3ccccc3)C(F)(F)F)n2)cc1 (stereo not given)	-6	15	-4	-19	-3	-23	·	·	0.8	2	-3

(list continues)
SMILES	NCOA1 inh	MC4R antag cAMP	NCOA3 inh	NCOA2 inhibitor	NOD2-RIPK2 inh	NR2F2 inh	TLR9-MyD88 block	EBV LMP1 NFkB	MC4R ag barr	LRH-1 inv ag	ABHD5 PLIN5 PPI
COc1ccc(CC(=O)OC(C)CN2CCCCC2)cc1 (stereo not given)	1	1	18	5	-5	5	0	4	0.0	16	-4
O=C(O)c1ccccc1C(=O)Nc1cc(-c2ccccc2)[nH]n1	-24	4	-17	-1	7	9	-2	-4	-1.9	17	-5
CC(=O)c1cnc(Nc2ccccc2)s1	-31	8	-35	-60	0	-21	10	1	-1.1	-42	-3
COc1ccccc1/C=C1\Oc2cc(OC(=O)N3CCOCC3)ccc2C1=O	-51	0	8	-5	-5	-3	-5	1	-0.2	-5	-4
CC(=O)NCCC1CCN(c2nc3nonc3nc2N(C)Cc2ccccc2)CC1	0	12	11	24	6	-2	0	2	1.1	2	6
COc1cc(CNc2ncnc3c2ncn3[C@H]2CN(Cc3ccc(F)cc3)C[C@@H](CO)O2)cc(OC)c1OC	6	7	-2	-14	12	-6	·	·	-1.0	8	7
Cc1ccc(C)c(S(=O)(=O)N2CCCOC2CNC(=O)C(=O)NCc2ccc3c(c2)OCO3)c1 (stereo not given)	14	13	28	8	-20	-2	-8	-6	-0.9	6	1
O=Cc1cn(CC(=O)N2CCOCC2)c2ccccc12	-15	9	-6	0	-12	0	5	-4	-1.3	-21	2
CC1CCCC(C)N1C(=O)CN1C(=O)NC2(CCOc3ccccc32)C1=O (stereo not given)	-33	6	8	-4	-5	-9	-16	0	-2.7	4	3
O=C(CSc1nc2ccccc2c(=O)n1-c1ccc(F)cc1)NC1CCS(=O)(=O)C1 (stereo not given)	7	0	-4	-12	-1	14	9	-3	-0.7	15	-1
O=C(O)c1ccc(CCCc2ccccc2)cc1	-7	4	-2	-1	-2	0	-4	-7	-0.7	-9	2
CN(Cc1cc(-c2ccccc2)on1)C(=O)c1cc(COc2c(F)cccc2F)on1	-37	7	-42	-10	-11	-41	5	-19	-0.8	-57	0
CCOC(=O)[C@]12CCCC=C1N(Cc1ccco1)C(=O)[C@H](CC(=O)NCc1ccc(OC)c(OC)c1)C2	·	·	·	-8	7	-6	·	·	·	-3	1
O=C(c1ccccc1)c1ccc(Cn2cc(-c3ccccc3)nn2)cc1	-7	5	-21	0	-1	38*	-2	3	0.1	-12	-5
Cc1cc(=O)n(CCC(=O)O)c2ccccc12	-10	-1	0	-20	4	-3	-4	12	-2.4	-2	-3

Screening data as filed in PubChem.
